# KCNK3 block – human KCNK3 channel inhibition, primary screen. AID 602410. B-score at 10 µM. 340,000 tested, 0.84% active. CHO-KCNK3 thallium flux, FluxOR fluorescence; stronger effect = lower value. O14649;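 active = B-score under library mean minus 4 SD, starting fluorescence ratio at most library mean plus 5 SD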;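 note: more negative B-score means stronger inhibition of thallium flux through KCNK3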
# GSK3A inh – inhibitors of human GSK-3 alpha kinase | P49840 | ADP-Glo luminescence, 60 min | inhibition, % at 10 µM | 320,000 tested, 0.1% active | AID 2650;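 in the data active = inhibition above about 50%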;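 note: GST-tagged GSK-3 alpha with peptide substrate and 25 µM ATP; 0% = DMSO neutral wells and 100% = GW8510 positive control wells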
# RGS4 inh – human RGS4 inhibition; P49798; HEK293 M3R/RGS4 inducible, Fluo-4 calcium flux; stronger effect = higher value; triggered by carbachol at its EC20; B-score at 10 µM; 310,000 tested, 0.45% active;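 active = B-score, a plate-corrected calcium signal, over three deviations above library mean, with baseline fluorescence within five deviations of library mean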;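 note: RGS4 expression induced by doxycycline in cells with stable M3 receptor; B-score is computed from the integrated fluorescence ratio over baseline after carbachol; higher B-score means a larger calcium signal and so more RGS4 inhibition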
# RGS4 act – potentiators or activators of RGS4 | HEK293 M3R/inducible RGS4, carbachol calcium flux Fluo4; stronger effect = lower value | B-score at 10 µM | 310,000 tested, 0.92% active | AID 463111;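 active = B-score of the integrated calcium signal more than 4 SD below the library mean, with starting fluorescence not abnormally high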;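 note: negative B-score means reduced calcium response which marks RGS4 activation or potentiation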
#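 Test system: HEK293 cells with stable M3R and inducible RGS4; also added: carbachol at ECmax as muscarinic agonist stimulus; schedule: dye loading 30 min 37 °C, buffer rest 30 min RT; technique: kinetic calcium fluorescence imaging with Fluo4-AM dye, 2 µM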
# KCNQ1 block – blocks the human KCNQ1 potassium channel. P51787. 310,000 tested, 1.3% active. B-score at 10 µM. CHO-K1 KCNQ1, FluxOR thallium flux fluorescence; stronger effect = higher value;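 active = compounds whose thallium flux B-score, printed positive for inhibition, exceeds three library SD while starting fluorescence stays within three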;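 note: channel opened by potassium depolarization with thallium stimulus after 20 min compound exposure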
# KCNQ1 pot – human KCNQ1 channel potentiation or activation; B-score at 10 µM; CHO-K1 KCNQ1, thallium flux FluxOR fluorescence; stronger effect = higher value; 310,000 tested, 0.35% active;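 active = fluorescence ratio B-score, a plate-corrected score, at least three library SD, with initial intensity B-score within 5 SD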
#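 Assay system: CHO-K1 cells stably expressing KCNQ1; Medium: assay buffer with matched DMSO; Also added: K+/Tl+ depolarizing stimulus; Dosing: single dose; Timing: dye 90 min, compound 20 min, room temperature; Measured by: kinetic FluxOR thallium fluorescence, 10-s 1-Hz baseline, 110-s post-stimulus read; Read-out: peak-minus-minimum fluorescence over initial fluorescence, negative-control normalized, B-scored.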
# KCNK9 inh – human KCNK9 channel inhibition; HEK293 KCNK9, FluxOR thallium flux fluorescence; stronger effect = lower value; B-score at 10 µM; 310,000 tested, 1.2% active;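 active = ratio B-score over 3 SD below the library mean, with starting fluorescence within 5 SD of its mean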;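 note: negative B-score means less thallium flux so channel inhibition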
# Dyrk1A ADPGlo – blocks rat Dyrk1A kinase activity | ADP-Glo luminescence, NFATc1 peptide | AID 504441 | 310,000 tested, 0.43% active | inhibition, % at 12.5 µM; in the data active = inhibition above about 50%;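 note: plate controls were vehicle with enzyme for no effect and no enzyme for full effect; many of its hits are not listed in these tables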
# PolyA inhibitor – blocks polyadenylation in yeast reporter cells | AID 1875 | 300,000 tested, 0.02% active | calls only at 12 µM | S. cerevisiae SKY197-pL101 polyadenylation reporter, beta-gal luminescence; efflux-impaired pdr1/pdr3 knockout yeast; score 100 = 6 SD above DMSO;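 active = lowest replicate activity score at least 50, where 100 means six control SD above control mean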;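 note: yeast exposed to compound for 9 h at 30 °C; higher score means more reporter readthrough which indicates perturbed polyadenylation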
# GSK3beta inhib – blocks human GSK3beta kinase activity; P49841; GST-GSK3beta kinase, ADP-Glo luminescence, 60 min; stronger effect = lower value; activity score (negative = inhibition), % at 10 µM; 300,000 tested, 0.038% active; AID 2097;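 active = more than half of replicate wells score below -50%, meaning over 50% inhibition versus plate controls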;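 note: 0% = median DMSO wells and -100% = median GW8510 positive control wells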
#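 Assay system: GST-fused GSK3beta enzyme, cell-free / Medium: Tris pH 7.5 buffer with MgCl2, DTT, BSA, heparin / Also added: peptide substrate plus 25 µM ATP (final) / Compound: 10 µM single point / Timing: kinase reaction with compound 60 min at room temperature / Detection: ADP-Glo luminescence / Benchmarks: DMSO neutral wells and GW8510 at 20 µM as positive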
# hERG protect – compounds protecting human hERG from proarrhythmic drug block; Q12809; CHO-hERG, FluxOR thallium flux, dofetilide IC70 present; activation (rescue from dofetilide block), less the hit threshold, % at 10 µM; 310,000 tested, 0.51% active; AID 1511;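 active = activation above the mean of controls blocked by dofetilide plus 5 SD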;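 note: thallium influx through hERG after potassium depolarization seen as dye fluorescence rise; in these data hits start at about 4.7%; inactives centre near -7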
# Target sequence (Q12809 whole entry, looked up): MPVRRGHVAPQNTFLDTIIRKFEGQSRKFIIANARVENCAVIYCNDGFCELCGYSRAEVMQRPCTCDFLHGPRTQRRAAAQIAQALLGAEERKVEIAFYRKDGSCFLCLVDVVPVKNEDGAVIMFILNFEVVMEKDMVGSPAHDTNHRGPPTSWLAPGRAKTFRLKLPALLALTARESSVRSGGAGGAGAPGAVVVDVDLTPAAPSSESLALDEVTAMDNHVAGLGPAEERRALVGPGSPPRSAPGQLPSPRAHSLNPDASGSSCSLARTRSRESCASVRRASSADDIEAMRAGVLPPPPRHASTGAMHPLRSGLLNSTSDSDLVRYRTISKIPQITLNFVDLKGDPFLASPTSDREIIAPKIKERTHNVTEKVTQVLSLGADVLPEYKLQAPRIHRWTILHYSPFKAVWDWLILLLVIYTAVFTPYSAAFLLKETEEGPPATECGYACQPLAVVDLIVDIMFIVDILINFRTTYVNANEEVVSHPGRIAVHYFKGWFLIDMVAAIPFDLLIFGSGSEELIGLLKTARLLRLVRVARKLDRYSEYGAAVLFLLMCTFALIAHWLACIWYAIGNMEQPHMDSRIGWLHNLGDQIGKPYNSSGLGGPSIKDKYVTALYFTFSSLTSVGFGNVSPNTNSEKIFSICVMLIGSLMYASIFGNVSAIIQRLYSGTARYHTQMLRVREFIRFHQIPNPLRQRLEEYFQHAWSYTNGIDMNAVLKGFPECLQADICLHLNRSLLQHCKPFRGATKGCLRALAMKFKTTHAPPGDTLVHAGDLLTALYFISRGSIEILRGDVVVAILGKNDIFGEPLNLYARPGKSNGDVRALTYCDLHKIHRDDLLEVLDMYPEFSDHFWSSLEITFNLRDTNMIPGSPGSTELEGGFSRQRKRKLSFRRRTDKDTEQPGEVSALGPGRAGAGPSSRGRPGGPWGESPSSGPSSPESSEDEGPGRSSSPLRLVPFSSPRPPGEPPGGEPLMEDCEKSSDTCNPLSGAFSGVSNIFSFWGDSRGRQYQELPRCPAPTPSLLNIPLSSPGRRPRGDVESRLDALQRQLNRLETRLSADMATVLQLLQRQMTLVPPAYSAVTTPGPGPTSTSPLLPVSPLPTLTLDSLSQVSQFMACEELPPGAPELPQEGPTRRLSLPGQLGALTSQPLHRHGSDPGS
# * = called active by the depositor; i = inactive; x = not tested or not shown. Not all compounds are listed; count on the stated rates, not on these rows.
SMILES,KCNK3 block,GSK3A inh,RGS4 inh,RGS4 act,KCNQ1 block,KCNQ1 pot,KCNK9 inh,Dyrk1A ADPGlo,PolyA inhibitor,GSK3beta inhib,hERG protect
COc1ccc(C(=O)Nc2ccc(S(=O)(=O)N3CCCCC3C)cc2)c(OC)c1OC (stereo not given),i,8,i,i,i,i,i,10,i,2,-5
COC(=O)c1c(C)nc2c(c(SC)nn2-c2ccccc2)c1N,i,-1,i,i,i,i,i,6,i,-1,-4
O=C(Nc1ccc(F)cc1F)c1ccc(COc2c(F)c(F)cc(F)c2F)o1,i,0,i,i,i,i,i,x,i,2,-6
COc1cc(/C=N/n2c(C3CCCCC3)n[nH]c2=S)cc(Br)c1O,i,39,i,i,i,i,i,2,i,-38,-11
COc1ccc(C(NC(=O)c2c(F)c(F)c(F)c(F)c2F)c2ccccc2)cc1 (stereo not given),i,0,i,i,i,i,i,-5,i,0,-5
O=C(NCc1cccnc1)c1ccc(CN2CCc3ccccc3C2)cc1,i,2,i,i,i,i,i,0,i,3,-7
COc1ccc(C(=O)OCC(=O)Nc2ccc([N+](=O)[O-])cc2OC)c(O)c1,i,x,i,i,i,i,i,9,i,-8,-4
CC1(C)Cc2cccc(OCC(=O)OCC(=O)NCc3ccccc3)c2O1,i,0,i,i,i,i,i,8,i,2,-8
O=C(NCCN1CCOCC1)c1ccc(CS(=O)(=O)c2ccc(Br)cc2)o1,i,-2,i,i,i,i,i,0,i,-6,-8
Cc1ccc2cccc(S(=O)(=O)n3nc(C)cc3C)c2n1,i,-1,i,i,i,i,i,1,i,-2,-10
Cc1ccccc1N(C(=O)c1ccccn1)C(C(=O)NCc1ccccc1)c1cccnc1 (stereo not given),i,1,i,i,i,i,i,0,i,2,-9
NCCCC[C@@H]1NC(=O)[C@H](CCC(=O)O)NC(=O)c2cc([N+](=O)[O-])cc(I)c2NCC[C@@H](C(N)=O)NC1=O,i,3,i,i,i,i,i,-6,i,-3,-5
COc1ccc(OC2C(=O)N(c3cc(C)ccc3C)C2c2ccc(OC)c(OC)c2)cc1 (stereo not given),i,-1,i,i,i,i,i,-1,i,1,-2
CCN(CC(=O)Nc1ccc2c(c1)OCCO2)Cc1cc(=O)oc2cc(C)c(C)cc12,-8.7*,0,i,i,i,i,i,-5,i,-1,-16
O=C(NCc1ccc(F)cc1)C(c1ccc(Cl)cc1)N(C(=O)c1csnn1)C1CC1 (stereo not given),i,-1,i,i,i,i,i,-4,i,0,-3
COc1cc(NC(=O)COC(=O)/C=C/c2ccccc2Cl)cc(OC)c1,i,0,i,i,i,i,i,5,i,1,-4
CC#CCN(CC#CC)S(=O)(=O)c1ccc(-n2cnnn2)c(OC)c1,i,1,i,i,i,i,i,-2,i,-3,2
CCCCCCC1C(C#N)=C(N)OC2=C1C(=O)CCC2 (stereo not given),i,-2,i,i,i,i,i,-4,i,-4,-4
Cc1nc2ccc(S(=O)(=O)NCC(=O)N3CCCCC3)cc2s1,i,1,i,i,i,i,i,6,i,2,-3
O=C(Nc1cccc(Cl)c1)Nc1cc(S(=O)(=O)N2CCCCC2)ccc1Cl,i,-1,i,i,8*,i,i,1,i,-1,-31
Fc1cccc(NC(=S)NCCc2ccccc2)c1,i,x,i,i,7*,i,i,4,i,2,-9
O=C(NC(=O)c1c(F)cccc1F)O/N=C1\CCCc2occc21,i,-2,i,i,i,i,i,-1,i,1,-3
COc1ccc(OC)c(NC(=O)Cn2c(C)nc3ccccc3c2=O)c1,i,-2,i,i,i,i,i,1,i,-2,-2
Cn1c(=O)[nH]c(=O)c2c1nc(SCC(O)CCl)n2Cc1ccccc1 (stereo not given),i,-1,i,i,i,i,i,-1,i,-5,-7
Cc1c(NC(=O)Nc2cccs2)cccc1[N+](=O)[O-],i,-1,i,i,i,i,i,6,i,2,-25
CCc1ccc(Nc2ncnc3nc[nH]c23)cc1,i,15,i,i,i,i,i,25,i,-10,-10
COc1cc(C(C)=O)ccc1Oc1ncnc2c1cnn2-c1cccc(Cl)c1,i,-4,i,i,i,i,i,0,i,1,-5
Cn1c(CCN2CCOCC2)nc2cc(NC(=O)COc3ccc(Cl)cc3)ccc21,i,-3,i,i,i,i,i,0,i,3,-24
COc1ccc(NC(=O)C(=O)N2N=C3CCCCC3C2(O)C(F)(F)F)cc1 (stereo not given),i,-1,i,i,i,i,i,8,i,3,-10
CCCc1cc(=O)[nH]c(/N=C(/NC(=O)C(C)N2C(=O)c3ccccc3C2=O)Nc2ccccc2)n1 (stereo not given),i,-1,i,i,i,i,i,0,i,0,-18
CC[C@H](C)[C@H](NC(N)=O)C(=O)Nc1ccc(NC(C)=O)cc1,i,-3,i,i,i,i,i,-6,i,0,-16
C/C=C/C=C(/NC(=O)c1ccccc1)C(=O)Nc1ccccc1,i,-2,i,i,i,i,i,-2,i,1,-6
Cc1cc(C(=O)COC(=O)c2cccn2C)c(C)n1Cc1ccco1,i,3,i,i,i,i,i,0,i,-1,-5
CN(c1ccc(OCC(=O)OCC(=O)Nc2cccc([N+](=O)[O-])c2)cc1)S(=O)(=O)c1ccc(F)cc1,i,-3,i,i,i,i,i,-3,i,1,-12
CCOC(=O)C1=C(C)NC(C)=C(C(=O)OCC)C1C(=O)OCC(=O)N1CCc2ccccc21,i,-2,i,i,i,i,i,1,i,1,-12
C#CCOCCOCCOCCNc1nc(N2CCN(C(=O)C([C@@H](C)CC)n3cc(C(N)Cc4ccc(O)cc4)nn3)CC2)nc(N2CCN(C(=O)[C@H](CCC(=O)O)n3cc(C(N)[C@H](C)CC)nn3)CC2)n1 (stereo not given in full),i,-4,i,i,i,i,i,5,i,2,-6
O=S(=O)(c1ccccc1)N1CCN(c2ccccc2)CC1,i,-1,i,i,i,i,i,1,i,1,-10
O=C(COC(=O)[C@H](Cc1ccccc1)NC(=O)c1ccco1)NC(c1ccccc1)c1ccccc1,i,-6,i,i,i,i,i,-4,i,-3,-11
CN(C)S(=O)(=O)c1cccc(-c2csc(N/N=C/c3ccco3)n2)c1,i,-3,i,i,i,i,i,1,i,-2,-7
Cc1cc([N+](=O)[O-])nn1CC(=O)Nc1cc(F)ccc1F,i,-8,i,i,i,i,i,x,i,-1,-11
C=CCc1cccc(/C=N/NC(=O)CCC(=O)Nc2ccc(F)cc2)c1O,i,1,i,i,i,i,i,-8,i,1,-5
Cc1cc(=O)oc(C)c1C(=O)OCC(=O)c1ccc(Br)cc1,i,0,i,i,i,i,i,-4,i,1,-1
CCC(CC)C(=O)Nc1nnc(SCC(=O)NC(C)(C)C)s1,i,0,i,i,i,i,i,2,i,0,-15
CCCCN1CCc2c([nH]c3ccc(C)cc23)C1=O,i,-4,i,i,i,i,i,4,i,-3,-10
O=C(CN1CCc2ccccc21)NN1CC(=O)N(c2ccccc2)CC1=O,i,-1,i,i,i,i,i,-18,i,3,-5
Cc1ccc2nc(C3CCCN3Cc3nc(CCC(C)C)no3)[nH]c2c1 (stereo not given),i,-9,i,i,i,i,i,6,i,4,-13
COC(=O)C1Cc2c([nH]c3ccccc23)C2(CCN(Cc3ccccc3)CC2)N1 (stereo not given),i,0,i,i,i,i,i,3,i,15,-7
c1ccc(SCCOCCN2CCOCC2)cc1,i,-1,i,i,i,i,i,7,i,1,-2
COc1ccc(/C=C2\N=C(C(C)(C)C)OC2=O)c(OC)c1,i,-1,i,i,i,i,i,-1,i,1,-6
O=c1c2ccccc2oc2cc(NCCCn3ccnc3)ccc12,i,10,i,i,i,i,i,7,i,3,-12
CCCCn1c(N)c(N(CC(C)C)C(=O)c2cccc(S(=O)(=O)N3CCCCC3)c2)c(=O)[nH]c1=O,i,1,i,i,i,i,i,3,i,-1,-7
CCOc1ccccc1Nc1nnc(SCC(=O)Nc2ccc3[nH]c(=O)[nH]c3c2)s1,i,3,i,i,i,i,i,-2,i,1,-11
Cc1cc(C(=O)NCC(=O)OCC(=O)Nc2ccc(OC(F)F)cc2)ccc1[N+](=O)[O-],i,-1,i,i,i,i,i,5,i,-2,-14
COc1cc(/C=N/NC(=O)c2nonc2N)cc(OC)c1OC,i,0,i,i,i,i,i,18,i,3,-3
Cc1cc(Cl)ccc1OCC(=O)N/N=C1\CC2C=CCC12 (stereo not given),i,-1,i,i,i,i,i,2,i,-3,-14
COc1ccc(CCNC(=O)CCCc2ccccc2)cc1OC,i,-1,i,i,i,i,i,-2,i,0,-6
O=c1oc2ccccc2c(N2CCC(c3ccccc3)CC2)c1[N+](=O)[O-],i,-5,i,i,i,i,i,4,i,4,-10
c1ccc(-c2ccccc2OCCOCCN2CCCCC2)cc1,i,-2,i,i,i,i,i,1,i,2,-4
CCc1cc(=O)oc2c(C)c(OCC(=O)N3CCCc4ccccc43)ccc12,i,6,i,i,i,i,i,19,i,1,-3
COc1ncnc2c1oc1nc(C)c3c(c12)CC(C)(C)OC3,i,0,i,i,i,i,i,x,i,-6,-9
# Later entries.
SMILES,KCNK3 block,GSK3A inh,RGS4 inh,RGS4 act,KCNQ1 block,KCNQ1 pot,KCNK9 inh,Dyrk1A ADPGlo,PolyA inhibitor,GSK3beta inhib,hERG protect
CCOc1ccc(N/C(N)=N/c2nc(CSc3nnnn3-c3ccccc3)cc(=O)[nH]2)cc1,i,0,i,i,i,i,i,-7,i,-1,-9
COc1ccc(/C=C2\SC(=O)N(CC(=O)NNC(=O)c3ccccc3O)C2=O)cc1,i,-2,i,i,i,i,i,-10,i,-3,-4
O=C(O)c1ccc(S(=O)(=O)c2ccccc2C(=O)O)c([N+](=O)[O-])c1,i,-2,i,i,i,i,i,-4,i,0,-2
O=C(NC(=S)NCCN1CCOCC1)c1ccc(Cl)cc1,i,-4,i,i,i,i,i,33,i,2,-8
O=C(O)c1cccc(Nc2ccncc2[N+](=O)[O-])c1,i,3,i,i,i,i,i,4,i,0,-3

# High-throughput results as filed in PubChem BioAssay.
